TDP1 inh = qHTS Assay for Inhibitors of Tyrosyl-DNA Phosphodiesterase (TDP1); 350,000 compounds, 0.28% hits; Tyrosyl-DNA phosphodiesterase 1 (Homo sapiens), Q9NUW8; Potency, µM (series often up to 130 µM), inactives show top-dose activity change, negative = inhibition, usual class: inhibitors; AID 485290, 2010; recombinant TDP1, AlphaScreen DNA substrate cleavage; note: nearly all actives have a fitted effect of over 40% in size
Target sequence (Q9NUW8 whole entry, looked up): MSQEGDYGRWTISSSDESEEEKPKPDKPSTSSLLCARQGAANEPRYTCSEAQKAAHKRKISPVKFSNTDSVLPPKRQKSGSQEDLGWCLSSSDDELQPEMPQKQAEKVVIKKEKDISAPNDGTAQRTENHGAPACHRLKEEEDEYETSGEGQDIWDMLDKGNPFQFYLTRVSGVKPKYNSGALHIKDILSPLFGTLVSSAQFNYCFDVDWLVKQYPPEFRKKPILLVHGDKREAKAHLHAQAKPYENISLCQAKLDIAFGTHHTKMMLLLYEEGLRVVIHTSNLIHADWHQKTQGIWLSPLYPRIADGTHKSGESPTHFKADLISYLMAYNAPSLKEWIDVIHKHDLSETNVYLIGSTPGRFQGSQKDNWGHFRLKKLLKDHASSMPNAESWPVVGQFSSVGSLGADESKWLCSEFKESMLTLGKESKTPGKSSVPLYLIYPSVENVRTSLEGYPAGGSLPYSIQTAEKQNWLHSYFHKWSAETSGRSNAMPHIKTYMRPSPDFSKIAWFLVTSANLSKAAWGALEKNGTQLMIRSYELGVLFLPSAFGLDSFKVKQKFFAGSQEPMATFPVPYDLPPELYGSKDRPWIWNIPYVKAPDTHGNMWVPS
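Recombinant E. coli-expressed Tdp1 (1 nM) preincubated with compound 15 min at RT, then 5'-biotin/3'-phosphotyrosine-FITC DNA substrate (15 nM) added for 5 min. AlphaScreen beads (10 ug/ml) added, 10 min RT; tyrosine-FITC cleavage read as signal loss.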
DT40 TDP1 no CPT = qHTS for Inhibitors of human tyrosyl-DNA phosphodiesterase 1 (TDP1): qHTS in cells in absence of CPT; DT40 Tdp1-/- hTDP1 cells, no CPT, ATP luminescence, 48 h; Potency, µM (top dose mostly 46.2 µM), inactives show at the top dose activity change, negative = growth inhibition, most hits filed as inhibitors; 420,000 compounds, 15% hits; AID 686978, 2013; note: nearly all actives have a fitted effect of over 55% in size
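Chicken DT40 Tdp1-/- cells complemented with human TDP1, screened without camptothecin (DMSO vehicle only), 400 cells/well. Compounds pin-transferred, cells incubated at 37 °C for at least 48 hr. Growth read as ATP-dependent luminescence (CellTiter-Glo, 30 min at RT).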
TDP1 cell CPT = qHTS for Inhibitors of human tyrosyl-DNA phosphodiesterase 1 (TDP1): qHTS in cells in presence of CPT; 420,000 compounds, 12% hits; chicken DT40 Tdp1-/-;hTDP1 cells + 20 nM CPT, ATP luminescence, 48 h; Potency, µM (doses to about 46.2 µM), for the others: at the highest dose activity change, negative = growth inhibition, usual class: inhibitors; note: nearly all actives have a fitted effect of over 55% in size
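Chicken DT40 Tdp1-/- cells stably complemented with human TDP1 were seeded at 400 cells/well in medium containing 20 nM camptothecin, exposed to pin-transferred compounds, and grown at 37 °C for at least 48 hr. Viability was read as ATP luminescence.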
An asterisk follows results filed as active; u = inconclusive; x = not tested or not shown; & = joins results of further samples; [ ] = dose if it differs, or a comment. Calls come from the whole dose curve; as a rule, active = well fitted curve in the direction sought with a large enough effect; inconclusive = small, poorly fitted or top-dose-only effect, or another doubt; inactive = no such curve, though single readings can be large; an effect the other way counts as inactive or inconclusive. % is set by controls: 0 for no effect and ±100 for the full control effect; potency is the fitted concentration of half-maximal effect.

SMILES	TDP1 inh	DT40 TDP1 no CPT	TDP1 cell CPT
O=C(NC12CC3CC(CC(C3)C1)C2)N1CCN(C(=O)c2ccco2)CC1	0%	-18%	-4%
Cc1ccc(NC(=O)c2sc(N)nc2-c2ccc([N+](=O)[O-])cc2)cc1C	-7%	-7%	-8%
CCOC(=O)c1c(-c2ccccc2)csc1/N=C/C1C(=O)CCCC1=O	8%	-13%	-12%
COCCNC(=O)CN(c1ccccc1OC)S(C)(=O)=O	-7%	-8%	-23%
Clc1ccc(/C(Cc2nc3ccccc3[nH]2)=N\Nc2ccccc2)cc1	x	u	u
CC(=O)c1cccc(CN2CCN(C(C)C)C(CCO)C2)c1 (stereo not given)	x	12%	23%
OC(c1ccc2ccccc2c1)c1ncc(-c2cccc3ccccc23)[nH]1 (stereo not given)	x	u	u
CN(CC(=O)Nc1ccc(F)cc1)C(=O)C1Cc2ccccc2CN1S(C)(=O)=O (stereo not given)	8%	4%	-15%
Cn1c2ccccc2n2c(=O)c(=O)n(CC(=O)c3ccc(F)cc3)nc12	2%	1%	-15%
COc1ccc(N2CCN(C(=O)c3cccc(Br)c3)CC2)c([N+](=O)[O-])c1	8%	16µM*	23µM*
O=C1N(O)C2(C=CCCC2)/C(=N\O)C12CCCCC2 (stereo not given)	2%	-12%	-2%
CCN(CC)C(=O)[C@H]1C[C@H](CC(=O)NCCc2ccccn2)C(=O)N2CCc3c([nH]c4cc(-c5ccco5)ccc34)[C@]12C	2%[56.1 µM]	u	18µM*
COc1cc(OC)nc(NC(=O)NS(=O)(=O)c2ccccc2Cl)n1	1%	-1%	-2%
CCOc1ccc(C(=O)Nc2ccc3c(c2)OCCO3)cc1[N+](=O)[O-]	-1%	-14%	17%
Cc1ccc(NC(=O)NC2(C(=O)NCc3ccccc3)CCCCC2)cc1	3%	-11%	-21%
COc1ccc(Oc2cc(C)c3cccc(C)c3n2)cc1	-14%	u	-18%
CC(C)CCn1c(SCC(=O)c2ccccc2)nc2c1c(=O)[nH]c(=O)n2C	5%	-36%	u
CCc1nnc(NC(=O)c2oc3ccc(Br)cc3c2C)s1	-2%	u	8%
CCOC(=O)CNC(=O)CNC(=O)c1nn(-c2ccc(OC)c(OC)c2)c(=O)c2ccccc12	x	-29%	-18%
Cc1ccc(S(=O)(=O)N(C)C)cc1NC(=O)COC(=O)C1CC1	0%	7%	7%
Cc1ccc(C(CNC(=O)Nc2ccc(Cl)cc2)N2CCN(C)CC2)cc1 (stereo not given)	2%	u	u
NNC(=S)NCc1ccc2c(c1)OCO2	10%	u	u
CNC(=O)c1nnsc1S(=O)c1ccc(Cl)cc1 (stereo not given)	0%	0.65µM*	0.41µM*
CCNc1nc(Oc2ccc(C(=O)OC)cc2)nc(N2CCOCC2)n1	x	-20%	-3%
CCCCn1c(=O)[nH]c(=O)c2c1nc(CN1C(=O)c3ccccc3S1(=O)=O)n2CCC	2%	u	-15%
CC1=C(C(=O)Nc2cccnc2)C(c2ccc(Cl)cc2)n2nc(SCc3ccccc3)nc2N1 (stereo not given)	-3%	-8%	-16%
CC(=O)c1ccc(OCc2cc(C(=O)N3CCN4CCCC4C3)no2)cc1 (stereo not given)	4%	u	-9%
COCC(C)n1c(C)cc(C(=O)CSc2nc(C)c(C)c(C)n2)c1C (stereo not given)	x	15µM*	u
COc1ccc(C(OC(=O)c2ccco2)C(=O)NC2CCCCC2)cc1 (stereo not given)	4%[56.1 µM]	-5%	-1%
COc1cccc(CNC(=O)C2=C(C)C(=O)OC23CCCCCC3)c1	2%	-27%	-19%
Cn1c(SCC(=O)N2CCCC2)nc2ccccc21	0%	18%	11%
COCC(=O)N(C)C1(c2nnnn2CCOC(=O)Nc2ccc(Cl)cc2)CCCCC1	5%	-6%	2%
COc1ccc(C(=O)NCCSCc2ccccc2Cl)cc1OC	3%	u	-12%
CCCN(CC(=O)Nc1ccccc1C)C(=O)c1cc2ccccc2oc1=O	x	0%	4%
O=C(CC1C(=O)NCCN1Cc1ccccc1)NCCCOc1cccnc1 (stereo not given)	3%[56.1 µM]	-16%	-16%
COc1ccc(CC(=O)OCC(=O)Nc2ccc3c(c2)OCO3)cc1	-3%	-17%	15%

Some of the entries so far, with bars between the fields.
Compound | TDP1 inh | DT40 TDP1 no CPT | TDP1 cell CPT
COCC(C)n1c(C)cc(C(=O)CSc2nc(C)c(C)c(C)n2)c1C (stereo not given) | x | 15µM* | u
COc1ccc(C(OC(=O)c2ccco2)C(=O)NC2CCCCC2)cc1 (stereo not given) | 4%[56.1 µM] | -5% | -1%
COc1cccc(CNC(=O)C2=C(C)C(=O)OC23CCCCCC3)c1 | 2% | -27% | -19%
Cn1c(SCC(=O)N2CCCC2)nc2ccccc21 | 0% | 18% | 11%
COCC(=O)N(C)C1(c2nnnn2CCOC(=O)Nc2ccc(Cl)cc2)CCCCC1 | 5% | -6% | 2%
COc1ccc(C(=O)NCCSCc2ccccc2Cl)cc1OC | 3% | u | -12%
CCCN(CC(=O)Nc1ccccc1C)C(=O)c1cc2ccccc2oc1=O | x | 0% | 4%

The listing continues.
SMILES	TDP1 inh	DT40 TDP1 no CPT	TDP1 cell CPT
CCN1CC=C2C(C#N)=C(N)C(C#N)(C#N)[C@H](c3cccc(OC)c3OC)[C@H]2C1	0%	-20%	-8%
COc1ccc(CC(=O)N/N=C(\C)c2ccc(Br)s2)cc1	x	-12%	4%
Cc1ccc(S(=O)(=O)NCc2nc3cccnc3n2Cc2ccccc2Cl)c(C)c1	1%	u	u
CCOC(=O)N1CCN(c2cc(=O)n(-c3ccc(Br)cc3)c(=O)[nH]2)CC1	-14%	-10%	4%
O=C(NCc1ccccc1Cl)C1CCN(c2cnccn2)CC1	-2%	2%	-27%
Cc1ccc(OCC(=O)Nc2ccccc2N2CCOCC2)c(C)c1	2%	u	18µM*
CC(=O)Nc1ccccc1-c1nc2ccccc2n(C(C)C(=O)Nc2ccccc2C(F)(F)F)c1=O (stereo not given)	3%	u	-28%
CCOCCCNC(=O)c1ccc2c(c1)N(Cc1ccccc1)C(=O)CS2=O (stereo not given)	1%	4%	2%
COc1ccccc1CCNC(=O)CCSc1nc(-c2ccco2)cc(C(F)(F)F)n1	-2%	u	23µM*
Oc1ccc(/C=N/n2c(COc3ccccc3)n[nH]c2=S)c(O)c1	x	13%	-18%
CCCN(CCC)C(=O)Cn1c2ccccc2c2nc(=O)cc(C)n21	3%	u	-5%
O=C(N/N=C/c1ccc(O)cc1)c1nc(-c2ccccc2)n(-c2ccccc2)n1	3%	-2%	1%

Grouped by structure, the compounds so far containing a thiophene ring, fused or not
SMILES	TDP1 inh	DT40 TDP1 no CPT	TDP1 cell CPT
CCOC(=O)c1c(-c2ccccc2)csc1/N=C/C1C(=O)CCCC1=O	8%	-13%	-12%
COc1ccc(CC(=O)N/N=C(\C)c2ccc(Br)s2)cc1	x	-12%	4%

Continued.
SMILES	TDP1 inh	DT40 TDP1 no CPT	TDP1 cell CPT
Cc1ccccc1N(C(=O)c1csnn1)C(C(=O)NC(C)(C)C)c1cccs1 (stereo not given)	3%	u	u
O=C(NCc1ccc(/C=N\NC(=O)C(=O)Nc2ccccc2Br)o1)C(=O)Nc1ccccc1	-10%	u	-5%
CCN(CC)C(=O)c1cccc2nc3ccccc3nc12	3%	-6%	-18%
Cc1c(=O)n(OCc2cccc(F)c2)c2ccccc2[n+]1[O-]	4%	u	-6%
CC(=O)N1CCN(CC(=O)Nc2ccc(C)c(S(=O)(=O)N(C)C)c2)CC1	-3%	u	-10%
COc1ccc(CC(=O)Nc2cc(S(=O)(=O)N3CCCCC3)ccc2C)cc1OC	5%	18µM*	u
CC(Sc1nnc(-c2ccncc2)n1C)C(=O)NCC(=O)Nc1ccc(F)c(F)c1F (stereo not given)	x	6%	-3%
CCN(CC)CCNC(=O)C1CCCN(c2ncnc3onc(C)c23)C1 (stereo not given)	4%	-5%	0%
O=C1CC(c2cccs2)c2cc3c(cc2N1)OCCO3 (stereo not given)	2%	21µM*	u
Cc1ccc(OCc2cc(C(=O)NCc3cc(F)ccc3C)no2)cn1	x	u	16µM*
O=c1[nH]cccc1-c1nc2cc(Cl)ccc2n1Cc1ccccc1	x	4%	-15%
COc1ccccc1NC(=S)NC(=O)c1c(-c2ccccc2Cl)noc1C	-5%	-8%	1%
Cc1ccc(Cn2c(CNC(=O)c3cccc(C)c3)nc3ccccc32)cc1	-5%	u	-20%
COc1cc(C(=O)OC2CCOC2=O)cc(Cl)c1OC (stereo not given)	3%	-8%	1%
Cc1ccc(S(=O)(=O)c2[nH]c(-c3ccccc3)nc2SC(C)C(=O)O)cc1 (stereo not given)	6%	u	1%
Cc1ccc(NCc2ccccc2-c2nnc(-c3ccccc3Cl)o2)cc1Cl	-5%	-16%	-29%
CCOC(=O)C1C(=O)CC(C)(O)C(C(=O)OCC)C1c1ccc(Br)cc1 (stereo not given)	3%	u	-28%
COc1ccc(CN2CCN(c3ncccn3)CC2)c(OC)c1	-2%	-12%	-15%
Cc1cccc(C)c1NC(=O)C(C1CC1)n1c(-c2ccc(C(F)(F)F)cc2)nc2ccccc21 (stereo not given)	x	18µM*	u
CN(C)n1cccc1/C=C(\C#N)S(=O)(=O)c1cccc(Cl)c1	5%	-20%	-5%
COC(=O)c1ccc(/C=C/c2c(-c3ccc(OC)cc3)oc3ccc(N4CCOCC4)cc23)cc1	x	23µM*	u
CCNC(=O)C1(C)CCN(C(=O)c2ccc3c(c2)OCO3)C1 (stereo not given)	x	2%	19%
Cc1cc(C)c2oc(C(=O)N3CCN(Cc4ccccc4)CC3)cc(=O)c2c1	x	0%	-4%
CCCC[C@@H]1Cc2[nH][nH]c(=O)c2[C@H](c2ccc(C(C)C)cc2)O1	x	u	u
COc1ccccc1C(=O)NCC(=O)NCCc1ccc(Cl)cc1	13%	-14%	17%
Cc1c(N(C)S(=O)(=O)c2ccc(Cl)c(C(=O)NCC3CCCO3)c2)c(=O)n(-c2ccccc2)n1C (stereo not given)	x	18%	-4%
CCc1ccc([C@@H]2CC=C(C(=O)O)[C@H](c3cccc(Cl)c3)N2S(=O)(=O)c2ccc(C)cc2)cc1	3%	-25%	-21%
CCOc1ccc(C(C(=O)NC2CCCC2)N(C(=O)CNC(=O)c2ccco2)c2cccnc2)cc1 (stereo not given)	x	-5%	-4%
O=C(CSc1nnnn1-c1ccccc1F)Nc1nc2ccccc2s1	1%	-5%	-26%
Cc1ccc(OCC(=O)NNC(=S)NC(=O)C(C)(C)C)c(Br)c1	11%	18µM*	u
c1ccc(-c2csc(Cc3nnc4n3CCCCC4)n2)cc1	5%	6%	-19%
COC(=O)c1ccc(NC(=O)c2cccnc2)cc1	x	u	-27%
Cc1[nH][nH]c(=O)c1C(c1cc2c(cc1Br)OCO2)c1c(C)[nH][nH]c1=O	5%	u	u
CSc1ccc(-c2nc3cnccn3c2Nc2ccc3c(c2)OCO3)cc1	12%	u	u
CC(=O)N(C)c1cccc([N+](=O)[O-])c1	2%	3%	25%
COc1cc(C(=O)Nc2ccc(OCc3cc(=O)n4cc(C)sc4n3)cc2)cc(OC)c1OC	6%	-13%	-4%
Cc1ccc(S(=O)(=O)Nc2cc(=O)[nH]c(SCC(=O)Nc3cccc(C)c3)n2)cc1	1%	9%	-5%
COCCOC(=O)c1c(NC(=O)COC(=O)c2ccc(C)o2)sc(C(N)=O)c1C	-13%	u	u
COc1cccc(C(=O)N2CCC2(C)C(=O)O)c1 (stereo not given)	x	1%	-14%
CCN(c1ccccc1)S(=O)(=O)c1nnc(NC(=O)C(C)(C)C)s1	0%	18%&-12%	-37%&-27%
O=C(C[N+]1(CC(O)c2ccccc2)CCCCC1)c1ccccc1 (stereo not given)	x	-10%	u
COc1ccc(OC)c(S(=O)(=O)N2CCN(c3ccccc3)CC2)c1	x	5%	11%
CCCCN(Cc1ccccc1)S(=O)(=O)c1ccc2[nH]c(=O)oc2c1	1%	-13%	-6%
COc1ccc(Cn2ccnc2SCC(=O)Nc2cccc(NC(C)=O)c2)cc1	5%	-21%	-14%
COc1ccc(C2c3c(n(C)c4ccccc34)C(=O)N2CC(=O)Nc2ccc(Cl)cc2)cc1 (stereo not given)	14%	u	18µM*
O=C(COC(=O)CSc1nnc(-c2ccc(Cl)cc2)o1)Nc1cc(Cl)cc(Cl)c1	3%	-9%	-2%

Screening data deposited in PubChem by National Center for Advancing Translational Sciences (NCATS).

Compounds were not picked by outcome. Share with any hit: about 18%.
